LDHA inh – blocks human lactate dehydrogenase A; purified LDHA, NADH/diaphorase-resazurin fluorescence; hits give low values; activity change, % (values are at about 110 or 230 µM); 0.15% of 480,000 active; AID 1347041; in the data active = activity change below about -30%; inconclusive = mostly about -25% to -30%;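 note: plate controls were DMSO wells for no effect and wells without enzyme for full effect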
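Remaining NADH was detected by diaphorase (0.133 mg/mL) converting 37 µM resazurin to fluorescent resorufin, read at 0 and 20 minutes. The preceding 5-minute room-temperature reaction used 2 nM LDHA, 0.2 mM sodium pyruvate and 0.06 mM NADH at pH 7.4.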
D2 potentiator – positively modulates the human D2 dopamine receptor allosterically. HEK293 T-REx D2, calcium flux, EC20 dopamine potentiation. potentiation, % at 10 µM. 0.34% of 340,000 active. P14416;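 active = potentiation over 3 SD above the plate norm, cut at about 30% in these data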; note: 0% is about no effect
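Primary screen. Calcium kinetics in induced HEK293 T-REx D2 cells: compound pre-addition 180 s, EC20 dopamine, 180 s more.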
RXFP1 agonist – RXFP1 (human) receptor agonism | Q9HBX9 | HEK293T-RXFP1 cAMP TR-FRET, 30 min; response scale: percent of porcine relaxin response, buffer zero | Potency, µM (top dose mostly 57.5 µM), without a hit: at the top dose activation, hits mostly activators | 0.3% of 370,000 active | AID 2676; note: potency is the fitted concentration of half-maximal effect; % is set by controls: 0 for no effect and ±100 for the full control effect; nearly all actives have a fitted effect of over 60% in size; many of its hits are not listed in these tables
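HEK293T cells stably expressing RXFP1 were pretreated with the PDE4 inhibitor Ro 20174, exposed to compounds for 30 min at 37C, lysed, and cAMP was read by TR-FRET. Data normalized to buffer (basal) and 29 nM porcine relaxin (100%).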
Glioma ERSR ind – induces the endoplasmic reticulum stress response in human glioma cells; U87-MG GRP78 promoter luciferase reporter, 16 h; Potency, µM, for inactives: at the top dose activation, most hits filed as activators; 0.02% of 420,000 active; note: potency is the fitted concentration of half-maximal effect; series mostly up to about 76 µM; % of control where 0% means no effect; nearly all actives have a fitted effect of over 35% in size
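ERSR induction read as luciferase luminescence (Bright-Glo, 10 min at room temperature) in stably transfected human U87-MG glioma cells exposed to compounds for 16 h, using GRP78 as sensor.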
D1 agonist – activates the human D1 dopamine receptor; P21728; activation, % at 2 µM; AID 504660; HEK293 T-REx D1 cells, calcium flux, agonist mode; 1% of 360,000 active; in the data active = activation above about 30%; note: 0% is about no effect
Target sequence (P21728 whole entry, looked up): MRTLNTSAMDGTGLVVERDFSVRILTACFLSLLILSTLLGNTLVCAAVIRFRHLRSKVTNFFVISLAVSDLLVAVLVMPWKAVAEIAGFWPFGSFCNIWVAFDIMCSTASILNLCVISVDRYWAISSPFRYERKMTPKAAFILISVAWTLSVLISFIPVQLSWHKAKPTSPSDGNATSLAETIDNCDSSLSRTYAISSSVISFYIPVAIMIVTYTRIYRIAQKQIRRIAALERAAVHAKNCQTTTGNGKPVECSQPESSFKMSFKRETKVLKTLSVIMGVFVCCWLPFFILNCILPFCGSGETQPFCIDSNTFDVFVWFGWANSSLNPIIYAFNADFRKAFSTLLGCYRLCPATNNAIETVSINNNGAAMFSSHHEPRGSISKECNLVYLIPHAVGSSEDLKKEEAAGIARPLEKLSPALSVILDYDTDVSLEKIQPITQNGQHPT
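Tetracycline-induced HEK293 TREx D1 cells, force-coupled to calcium signalling, were dye-loaded with a no-wash calcium kit. Compound was pin-added after a 10 s baseline. Fluorescence was read kinetically at 1 cycle/s for 180 s, with calcium rises flagged as agonism.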
Vif-APOBEC3F blk – Vif-A3F binding inhibition. HeLa A3F-eYFP + Vif (tagged APOBEC3F with the HIV-1 protein that degrades it), YFP fluorescence increase. Potency, µM (highest dose often 46.1 µM), without a hit: top-dose activity, negative = active. 0.2% of 390,000 active. AID 602313; note: potency is the fitted concentration of half-maximal effect; % of control where 0% means no effect; nearly all actives have a fitted effect of over 65% in size
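HeLa cells stably expressing Vif plus C-terminally eYFP-tagged A3F were seeded, incubated overnight at 37 deg C, dosed with compound, incubated overnight again at 37 deg C. Yellow fluorescence (Ex 488/Em 500-530) reported blocked Vif-mediated A3F-eYFP degradation.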
D1 potentiator – potentiators of human D1 dopamine receptor. HEK293 TREx D1 cells, calcium flux, dopamine EC20 potentiation. AID 504651. 0.036% of 360,000 active. potentiation, % at 10 µM; in the data active = potentiation above about 30%; note: 0% is about no effect
Vif-A3G inh – blocks the Vif interaction with human APOBEC3G; Potency, µM (top dose mostly 46.1 µM), for the others: top-dose activity, negative = active, most hits filed as inhibitors; 0.076% of 410,000 active; Q9HC16; AID 602310; HeLa A3G-eYFP + Vif (tagged APOBEC3G with the HIV-1 protein that degrades it), YFP fluorescence, overnight;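 note: potency is the fitted concentration of half-maximal effect; % is set by controls: 0 for no effect and ±100 for the full control effect; nearly all actives have a fitted effect of over 60% in size; hits raise eYFP signal because A3G escapes Vif-driven loss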
Target sequence (Q9HC16 whole entry, looked up): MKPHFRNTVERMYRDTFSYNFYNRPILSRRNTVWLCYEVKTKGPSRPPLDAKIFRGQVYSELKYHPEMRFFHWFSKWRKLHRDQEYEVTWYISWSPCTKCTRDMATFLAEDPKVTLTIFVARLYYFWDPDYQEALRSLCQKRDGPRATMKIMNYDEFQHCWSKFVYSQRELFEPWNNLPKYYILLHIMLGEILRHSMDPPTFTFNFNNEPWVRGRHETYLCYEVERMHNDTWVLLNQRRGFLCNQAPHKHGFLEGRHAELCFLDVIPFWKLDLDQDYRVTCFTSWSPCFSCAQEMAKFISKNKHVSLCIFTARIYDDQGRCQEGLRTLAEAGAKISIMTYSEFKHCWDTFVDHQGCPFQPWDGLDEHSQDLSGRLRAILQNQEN
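HeLa cells stably expressing Vif and C-terminally eYFP-tagged A3G, seeded overnight at 37 deg C, then exposed to compound by pintool overnight at 37 deg C. Rise in yellow fluorescence (Ex 488/Em 500-530, Acumen) marks blocked Vif-driven A3G degradation.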
D1 antagonist – human D1 dopamine receptor antagonism; HEK293 TREx D1 cells, calcium flux, dopamine EC80; hits give low values; activity change, negative = inhibition, % at 10 µM; 3.2% of 360,000 active; P21728; AID 504652; in the data active = activity change below about -30%; note: % is set by controls: 0 for no effect and ±100 for the full control effect
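Antagonism measured as reduced calcium response to an EC80 dopamine addition following 180 s compound pre-read; cells were inducible HEK293 Trex D1 plated overnight at 30 C, read kinetically at 1 cycle/sec.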
* hit, by the source's call; u = inconclusive; x = no result given; & = joins results of further samples. Unless noted, calls come from the whole dose curve; as a rule, active = well fitted curve in the direction sought with a large enough effect; inconclusive = small, poorly fitted or top-dose-only effect, or another doubt; inactive = no such curve, though single readings can be large; an effect the other way counts as inactive or inconclusive.

Under each structure – Vif-APOBEC3F blk, RXFP1 agonist, D2 potentiator, LDHA inh, Vif-A3G inh, Glioma ERSR ind, D1 antagonist, D1 potentiator, D1 agonist
1: CCC(=O)c1cn([C@@H](CCC(OC)OC)CC(=O)OC(C)(C)C)cc1CC
  0%, x, x, -5, 0%, -2%, x, x, x
2: Cc1cc(C)c(C)c(OCC(O)CN2CCN(c3ccccn3)CC2)c1 (configuration not stated)
  -10%, -0.3%, -29, 1, 2%, -1%, -15, -4, 4
3: Cc1[nH]c2ccccc2c1[C@H]1[C@@H](CC#N)C1(C)C
  -3%, 2.9%, 5, 4, -11%, 3%, 12, -1, 4
4: CCOC(=O)C1CCN(C(=O)Cn2ncc3c4ccccc4n(Cc4ccc(F)cc4)c3c2=O)CC1
  5%, 1.1%, 15, 2, -1%, 40µM*, 9, 0, 0
5: Cn1c(-c2ccccc2)c[n+]2c1-c1ccccc1C2
  0%, -0.7%, -4, -11, 4%, -4%, 33, 1, 2
6: Cc1ccc(C(=O)N/N=C/c2cccnc2)cc1Cl
  -9%, x, x, -9, 2%, 7%, x, x, x
7: COc1ccccc1/C=N/NC(=O)CNC(=O)c1ccc(S(=O)(=O)N2CCCC2)cc1
  -7%, -2.0%, -1, -5, 4%, -6%, 1, 7, 3
8: Cc1cc(/C=N/n2cnnc2)c(C)n1-c1ccc(OCc2ccc(F)cc2)cc1
  -5%, 0.2%, 5, -5, -6%, -1%, -24, -4, 14
9: Cc1ccc2[nH]c(C(=O)O)c(NC(=O)[C@@H]3C[C@@H]3c3ccccc3)c2c1
  -6%, 3.4%, -6, 0, 1%, 2%, -8, 0, 3
10: COc1ccccc1C(=O)NCC(C)(C)CN=C1NS(=O)(=O)c2ccccc21
  -2%, 0.8%, -3, -6, 0%, -7%, 4, 2, 0
11: CC(=O)c1cc2c(cc1NS(=O)(=O)c1ccccc1C)OCO2
  x, 0.6%, 12, x, x, x, 3, -4, 0
12: O=[N+]([O-])c1c(C(Cl)Cl)nn(-c2ccccc2)c1N1CCCC1
  -6%, 0.7%, 7, -14, u, -7%, 0, -2, 2
13: Cc1ccc(Nc2nnc(SCC(=O)NC3CC3)s2)cc1
  1%, 1.4%, -1, -12, -7%, -3%, -6, x, 1
14: Cc1c(C=O)c2ccccn2c1C(=O)c1ccc(Cl)c([N+](=O)[O-])c1
  -17%, 3.8%, 2, -2, -1%, 0%, -12, 1, 1
15: CC1CN(C(=O)/C=C/c2ccc3c(c2)OCO3)CC(C)O1 (configuration not stated)
  -4%, -0.4%, -1, 0, 0%, 4%, 7, -5, 3
16: Cc1ccc(-n2c(C)cc(C(=O)COc3c(CO)cc(F)cc3CO)c2C)cc1C
  -24%, -0.7%, -26, -6, 3%, -2%, -19, -10, 5
17: CCn1c(CCNC(=O)c2cccs2)nnc1SCC(=O)c1ccc(OC)cc1
  -2%, x, x, -5, 4%, -3%, x, x, x
18: CC1(C)Cc2c(sc3ncnc(N)c23)CO1
  1%, 11%, 0, -3, -3%, -5%, 3, -2, 2
19: CC(C)=CCN1CCN(Cc2cn[nH]c2C2CCCCC2)CC1CCO (configuration not stated)
  0%, -2.7%, x, -4, 0%, 0%, 6, 4, 1
20: CCC(C)(C)NC(=O)CN(C(=O)C(=O)Nc1ccc2c(c1)OCCO2)C1CC1
  12%, 3.4%, 22, -5, 1%, 4%, 10, -2, 6
21: COC(=O)CCCn1c(C)cc(C(=O)CCl)c1C
  -27%, -1.5%, -3, -1, u, -12%, 26, -6, 3
22: Cc1ccc(OCC(=O)NCCc2c[nH]c3ccccc23)cc1
  4%, 0.2%, -1, -5, -6%, -8%, -8, -4, 0
23: O=C(Nc1ccc(Cl)c(C(F)(F)F)c1)c1ccco1
  -5%, -1.1%, -3, -4, -18%, 0%, -29, -3, -1
24: COc1ccc(-c2cn[nH]c2-c2ccc(OC)cc2)cc1
  3%, 2.8%, 1, -2, 0%, -3%, 2, -5, 1
25: Cc1cc(C)c2c(-c3ccc(F)cc3)c(C#N)c(=O)n(C)c2n1
  5%, 11%, -10, -16, -6%, 0%, -2, 3, 0
26: CC1CCC(NC(=O)CN2CCCN(Cc3ccc(F)cc3Cl)C2=O)CC1 (configuration not stated)
  7%, 1.4%, -16, 0, 7%, -7%, -17, -5, 3
27: O=C(NN1C(=O)NC2(CCCCC2)C1=O)c1cc2ccccc2o1
  -7%, 0.5%, 0, -1, 0%, 3%, 13, -4, 0
28: O=C(O)c1ccc(-c2noc(-c3cccc(Cl)c3)n2)cc1
  -2%, x, x, -11, -3%, -1%, x, x, x
29: O=C(/C=C/Nc1ccc(OC(F)(F)F)cc1)C(F)(F)F
  -7%, 0.9%, x, -2, 0%, -4%, x, x, x
30: CCOc1ccc(/C=N/NC(=O)c2ccc(O)cc2)cc1CN1CC2CC(C1)c1cccc(=O)n1C2 (configuration not stated)
  -1%, 1.6%, -4, -6, -2%, 3%, x, 0, 0
31: CC1(C)CC(=O)c2cc(O)ccc2O1
  -2%, -1.0%, 6, -3, -1%, -1%, 13, 2, 1
32: O=S(=O)(NNc1ccc(Cl)nn1)c1ccc(F)cc1
  -4%, -0.2%, 5, 15, -2%, -4%, 6, 0, 3
33: Cc1cc(CNC(=O)[C@H]2C[C@@H]2[C@H](NP(=O)(c2ccccc2)c2ccccc2)c2ccccc2)nn1C
  4%, -0.7%, -4, -11, 0%, -3%, 1, -1, -4
34: O=[N+]([O-])c1ccc(C2=Nc3cc(Cl)ccc3OC2)cc1
  25µM*, 0.7%, 5, 0, -5%, -3%, x, -5, 1
35: Cc1ccc(C(=O)N2CCN(c3cccc(Cl)c3)CC2)cc1C
  -15%, 0.4%, -5, 3, -30%, 3%, -32*, -1, 2
36: CC(C)CC(NC(=O)c1ccc(C#CC(C)(C)O)s1)C(=O)O (configuration not stated)
  9%, -1.6%, 17, -5, 3%, 0%, -6, -1, 2
37: Cc1ccc(CNC(=O)CSc2nc(C)cc(C)c2C#N)cc1
  3%, 24%, 13, -3, 1%, -4%, 5, -2, 1
38: Cc1cccc(N(CC(=O)N/N=C/c2ccc(OCC(=O)NCc3ccco3)cc2)S(C)(=O)=O)c1C
  4%, 0.0%, x, -5, -6%, 0%, -11, -3, 6
39: COc1ccc(OC)c(/C=C/c2ccnc3ccccc23)c1
  -23%, x, x, -1, -11%&-16%, 0%&-1%, x, x, x
40: O=c1[nH]c(CN2CCN(S(=O)(=O)c3cccs3)CC2)nc2c(Br)cc(Br)cc12
  12%, 5.5%, 4, -6, -1%, -3%, -9, -3, -1
41: Cc1cc(C)c(/C([O-])=C(/C(=S)Nc2ccc(SC(F)F)cc2)[n+]2ccccc2)cc1C
  -2%, 2.9%, -8, 5, -1%, 6%, -11, -5, 0
42: Cc1nn(CCC(N)=S)c2nc(-c3cccs3)cc(C(F)(F)F)c12
  0%, 1.3%, 13, -2, 2%, -8%, 17, 5, 4
43: Cc1cc(C(=O)CSc2nnnn2C)c(C)n1CCc1ccc(F)cc1
  -7%, 2.4%, -8, -1, -6%, -1%, 1, -2, 4
44: CC(C)(C)[Si](OCC[C@@H]1C[C@@]1(C)[C@@H](NP(=O)(c1ccccc1)c1ccccc1)c1ccccc1)(c1ccccc1)c1ccccc1
  x, 0.4%, 4, x, x, x, -8, -2, 0
45: O=C(COC(=O)c1ccc(F)cc1)Nc1nc2ccc([N+](=O)[O-])cc2s1
  14%, 4.3%, 8, 0, 0%, 1%, 7, 2, 16
46: O=C(Nc1ccccn1)c1ccc(CN(c2ccccc2)S(=O)(=O)c2ccccc2)cc1
  12%, 1.0%, 4, -5, 4%, -2%, 5, 2, 9
47: COc1cccc2c1C(=O)C=C(C)C2=O
  u, 1.7%, -1, 13, 11%, -13%, -2, -2, 3
48: Cc1ccc(N2CC(NC(=O)CCc3ccccc3)CC2=O)cc1C (configuration not stated)
  0%, 0.5%, 19, 0, 5%, 0%, x, -2, -3
49: COC(=O)c1sccc1S(=O)(=O)N(CC(=O)Nc1ccccc1)c1ccccc1
  4%, -1.2%, -4, 1, -3%, -2%, -12, 1, 2
50: COc1ccc(NC(=O)CSc2nc3ccsc3c(=O)n2CCC(=O)O)c(OC)c1
  1%, 7.8%, -5, -4, 0%, -1%, 13, 0, 1

Continued.
Under each structure – Vif-APOBEC3F blk, RXFP1 agonist, D2 potentiator, LDHA inh, Vif-A3G inh, Glioma ERSR ind, D1 antagonist, D1 potentiator, D1 agonist
51: O=C(Cc1nc2ccccc2[nH]1)c1cccc([N+](=O)[O-])c1
  -28%, -0.5%, -10, -4, -8%, -3%, 0, -6, 8
52: CCOC(=O)C1(CCCc2ccccc2)CCN(C(=O)c2cnc(C)cn2)CC1
  0%, 0.6%, 6, -5, 1%, 2%, 1, -3, 10
53: CCNC(=S)Nc1cc(OCC)c(N2CCOCC2)cc1OCC
  -5%, -0.8%, 1, 25, 0%, -4%, 0, 6, -1
54: CC(C)Cc1cc(C(=O)NCc2cccnc2)no1
  1%, -0.8%, -12, -2, 0%, 3%, -6, 1, 0
55: CCCN1CCN(C(=O)Cn2nc(C)n3c(cc4c(OC)cccc43)c2=O)CC1
  -10%, x, x, -5, 0%, -5%, x, x, x
56: Cc1ccc(/C=C2\SC(=S)N(CCCC(=O)Nc3ccc(O)cc3)C2=O)cc1
  -4%, -1.0%, 20, -6, -3%, -13%, -9, -1, 1
57: O=C(c1ccc2c(c1)N(Cc1c(F)cccc1Cl)C(=O)c1ccccc1S2)N1CCCC1
  -2%, 1.8%, 12, 0, -5%, 0%, -14, 5, 1

A portion of the library; rates above refer to the full screens.
